High-throughput results deposited in PubChem BioAssay by National Center for Advancing Translational Sciences (NCATS).
GALK inhibitor = blocks human galactokinase activity. AID 1868. 270,000 tested, 0.007% active. Potency, µM (series often up to 57.5 µM), for the others: top-dose activity change, negative = inhibition, usual class: inhibitors. Purified GALK, Kinase-Glo residual ATP luminescence; also: potency is read from the fitted curve at half-maximal effect; % is scaled to controls: 0 for no effect and ±100 for the full control effect
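Compounds were pin-transferred into ATP buffer (35 uM final), then GALK plus galactose (5 nM, 100 uM final) was added. After 1 h at room temperature, Kinase-Glo Plus was added and luminescence read after 10 min.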
Giardia kill = Giardia lamblia killing; Giardia lamblia trophozoite viability; activity change, % at 7.66 µM, hits read low; 340,000 tested, 0.15% active; AID 540267; in the data active = activity change below about -80%; inconclusive = between about -30% and that limit;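 also: parasites exposed to compound for two days anaerobically before the ATP read; % is scaled to controls: 0 for no effect and ±100 for the full control effect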
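Giardia lamblia trophozoites (100 cells/well) were incubated with compounds for 48 h at 37 deg C under anaerobic conditions. Viability was read as ATP content by one-step luminescence after 15-30 min at room temperature.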
Integrin act MD = integrin-mediated muscular dystrophy alleviation activation | alpha7betagal myoblasts, beta-gal FDG fluorescence, 48 h | Potency, µM (titrated, usually from 38.3 µM), without a hit: at the top dose activation, hits mostly activators | 350,000 tested, 0.064% active | AID 624291;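 also: potency is read from the fitted curve at half-maximal effect; 100% = response of the positive control SU9516; nearly all actives have a fitted effect of over 60% in size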
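Alpha7betagal+/- myoblasts (passage 13) were plated 16-24 hr, then exposed to compounds (1:260 dilution of DMSO stock) for 48 hours at 37C. After MPER lysis, β-galactosidase reporter activity was read as FDG fluorescence (ex 480/em 540) after 30 minutes.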
ASM inhibitor = blocks human secretory acid sphingomyelinase | placental ASM, HMU-PC fluorogenic substrate, 60 min | Potency, µM (highest dose often 57.5 µM), for inactives: at the top dose activity change, negative = inhibition, actives largely listed as inhibitors | P17405 | 340,000 tested, 0.006% active; also: potency is read from the fitted curve at half-maximal effect
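qHTS format. ASM enzyme prepared from human placenta hydrolyses the fluorogenic substrate HMU-PC0 (9 uM final) over 60 min at 37 °C after a 10 min compound preincubation.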
Chronic BCR inh = inhibitors of chronic active B-cell receptor signaling. 340,000 tested, 0.05% active. AID 493014. Potency, µM (titrated, usually from 46.1 µM), inactives show at the top dose ratio change, negative = lower green/red ratio, hits mostly inhibitors. ABC-DLBCL IkBa-CBG/CBR reporter, luminescence ratio, 4 h; active = well fitted inhibition curve with a large enough effect in the signal ratio, with a control signal flat, not every such curve was filed as active; inconclusive = small, poorly fitted or top-dose-only effect, or effect the other way, or a change in a side signal; the % refers to the signal ratio;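 also: potency is read from the fitted curve at half-maximal effect; plate controls were basal doxycycline-induced cells for no effect and cells given 10 µM MG132 for full effect; MG132 reads +100%, hits lower the ratio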
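TMD8 ABC-DLBCL cells carrying doxycycline-inducible green luciferase fused to IkappaBalpha plus unfused red luciferase were exposed to compounds (up to 46 uM) for 4 hrs at 37C. Activity came from the overlap-corrected green/red luminescence ratio.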
PKM2 activator = increases activity of human pyruvate kinase M2. P14618. purified PKM2, Kinase-Glo ATP luminescence, activation; response scale: 0% is enzyme alone, no compound. Potency, µM (series often up to 57.5 µM), inactives show at the highest dose activation, usual class: activators. 260,000 tested, 0.34% active; also: potency is read from the fitted curve at half-maximal effect; % is scaled to controls: 0 for no effect and ±100 for the full control effect; nearly all actives have a fitted effect of over 55% in size
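Purified hPK-M2 (>95% pure) converted ADP (0.1 mM final) to ATP with 0.5 mM PEP in 50 mM imidazole pH7.2, KCl, MgCl2, Tween 20, BSA; 1 h at room temperature. ATP detected by Kinase-Glo luminescence.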
Coupling enz = inhibits coupling enzyme system, counter-screen for aldolase hits; coupling enzyme system counterscreen, AmpLite Red fluorescence; activity change, negative = inhibition, % at 58.2 µM, hits read low; 290,000 tested, 0.67% active; AID 2472; in the data active = activity change below about -30%; also: % is scaled to controls: 0 for no effect and ±100 for the full control effect
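Compounds tested against the coupling enzymes alone at 57.5 uM final; readout was AmpLite Red fluorescence (525/598 nm) after 20 min at RT.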
Menin-MLL TR inh = inhibitors of human menin-MLL interaction, mutant MLL peptide. 270,000 tested, 0.23% active. Potency, µM (series often up to 61.6 µM), for inactives: at the top dose FP activity change, negative = inhibition, usual class: inhibitors. Menin + Texas Red MLL mutant peptide, fluorescence polarization. O00255; active = well fitted inhibition curve with a large enough effect in the polarisation, with a control signal flat, not every such curve was filed as active; inconclusive = small, poorly fitted or top-dose-only effect, or effect the other way, or a change in a side signal; inactive = no such curve, though single readings can be large or run the other way; the % refers to the polarisation; also: potency is read from the fitted curve at half-maximal effect; % of control where 0% means no effect; many of its hits are not listed in these tables
B2AR arrestin = recruits beta-arrestin to the human beta2-adrenergic receptor; P07550; beta-arrestin recruitment to beta2AR, cell-based reporter; Potency, µM (series often up to 46.1 µM), without a hit: top-dose activation, usual class: activators; 330,000 tested, 0.02% active; AID 492947;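 also: potency is read from the fitted curve at half-maximal effect; 0% = DMSO controls and full agonism = EC100 isoproterenol or metaproterenol; nearly all actives have a fitted effect of over 65% in size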
Target sequence (P07550 whole entry, looked up): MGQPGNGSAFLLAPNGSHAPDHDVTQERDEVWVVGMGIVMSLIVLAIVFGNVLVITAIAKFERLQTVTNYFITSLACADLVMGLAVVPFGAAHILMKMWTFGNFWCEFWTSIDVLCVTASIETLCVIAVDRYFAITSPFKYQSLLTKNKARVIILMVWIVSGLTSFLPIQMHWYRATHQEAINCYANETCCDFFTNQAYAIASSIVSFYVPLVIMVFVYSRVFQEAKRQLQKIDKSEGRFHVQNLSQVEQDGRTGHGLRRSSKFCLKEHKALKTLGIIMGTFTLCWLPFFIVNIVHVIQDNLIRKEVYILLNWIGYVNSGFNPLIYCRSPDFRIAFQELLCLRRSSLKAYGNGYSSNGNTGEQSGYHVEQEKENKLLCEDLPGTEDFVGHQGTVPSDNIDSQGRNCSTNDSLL
PTAP TSG101 blk = blocks PTAP/TSG101 interaction to inhibit HIV-1 budding. Q99816. Fluorescence polarization, FITC-PTAP peptide / Tsg101 binding. Potency, µM (highest dose often 115 µM), inactives show at the top dose activity change, negative = inhibition, usual class: inhibitors. 340,000 tested, under 10 active; active = well fitted inhibition curve with a large enough effect in the main read-out, with a control signal flat, not every such curve was filed as active; inconclusive = small, poorly fitted or top-dose-only effect, or effect the other way, or a change in a side signal; inactive = no such curve, though single readings can be large or run the other way; also: potency is read from the fitted curve at half-maximal effect; % of control where 0% means no effect
Target sequence (Q99816 whole entry, looked up): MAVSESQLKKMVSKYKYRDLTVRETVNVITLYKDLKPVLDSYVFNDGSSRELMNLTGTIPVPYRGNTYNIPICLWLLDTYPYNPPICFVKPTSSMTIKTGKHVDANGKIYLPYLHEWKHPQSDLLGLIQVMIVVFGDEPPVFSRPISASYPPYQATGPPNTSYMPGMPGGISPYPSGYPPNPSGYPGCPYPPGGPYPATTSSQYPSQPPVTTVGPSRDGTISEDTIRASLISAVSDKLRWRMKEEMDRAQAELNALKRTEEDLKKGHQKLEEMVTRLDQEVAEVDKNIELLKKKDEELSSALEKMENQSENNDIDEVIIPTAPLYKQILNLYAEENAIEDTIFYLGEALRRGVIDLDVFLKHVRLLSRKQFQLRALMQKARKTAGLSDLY
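Tsg101 binding domain (10 uM final) was mixed with compound and a FITC-labeled PTAP peptide (50 nM final) in HEPES pH 7.5 buffer with NaCl, Tween 20, EDTA and TCEP; fluorescence polarization was read after 20 min at r.t.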
Tb PFK inh = inhibitors of T. brucei phosphofructokinase. Potency, µM (series often up to 57.5 µM), for inactives: top-dose activity, negative = inhibition, most hits filed as inhibitors. AID 485367. 330,000 tested, 0.17% active. T. brucei PFK, ADP-Glo luminescence;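 also: potency is read from the fitted curve at half-maximal effect; 0% = uninhibited 1x PFK enzyme wells and -100% = no-enzyme wells; nearly all actives have a fitted effect of over 60% in size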
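Compounds were pin-transferred as a titration series up to 57 uM into substrate buffer (0.5 mM F6P, 0.1 mM ATP, pH 8.0), then 1.25 nM PFK was added and reactions ran 45 min before ADP-Glo detection.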
Starred values were filed as active, the others as inactive; ? = inconclusive; . = not tested or not shown; [ ] = dose if it differs, or a comment. Unless noted, calls follow the shape of the dose curve; as a rule, active = well fitted curve in the direction sought with a large enough effect; inconclusive = small, poorly fitted or top-dose-only effect, or another doubt; inactive = no such curve, though single readings can be large; an effect the other way counts as inactive or inconclusive. Not all compounds are listed; rates above refer to the full screens.

SMILES	GALK inhibitor	Giardia kill	Integrin act MD	ASM inhibitor	Chronic BCR inh	PKM2 activator	Coupling enz	Menin-MLL TR inh	B2AR arrestin	PTAP TSG101 blk	Tb PFK inh
Nc1c(-c2ccccc2Cl)cnn1-c1cccc([N+](=O)[O-])c1	-3%	-3	8%	3%	-12%	3%	-2	34%[activator]	-0.4%	-1%	1%
O=C(CCc1nnc(Cc2c[nH]c3ccccc23)o1)NCC1CC12CCCCC2 (stereo unspecified)	5%	-10	-5%	1%	-23%	-10%	2	-7%	-0.1%	-3%	0%
COc1ccc(C)cc1NC(=O)NCc1ccccn1	0%	5	2%	-1%	1%	-38%	-1	-13%	0.1%	0%	2%
CCOC(=O)C1=C(COC(=O)c2ccccc2OC)NC(=O)NC1C (stereo unspecified)	.	-8	10%	2%	-2%	.	.	.	-0.4%	-8%	-1%
Cc1cccc(C)c1NC(=O)CSc1nnc(NC(=O)C2CC2)s1	5%	0	-51%[inhibitor]	-4%	-3%	.	1	-11%	-0.1%	1%	5%
CCOC(=O)c1ccc(NC(=O)CCNC(=O)c2ccc([N+](=O)[O-])cc2)cc1	0%	-2	-22%	0%	?	7%	3	-5%	-1.1%	0%	-1%
CCOC(=O)c1sc(N)c(C(=O)OCC)c1C	4%	-4	34%	-4%	-10%	2%	5	.	-0.4%	-2%	-3%
CC(=O)Oc1ccc2nc(-c3ccc(Br)o3)oc(=O)c2c1	-3%	5	0%	0%	?	0%	1	16%	0.4%	0%	10%
COCCC(=O)Nc1ccc2c(c1)CN(C(=O)CCOC)CC2	1%	20	36%	1%	9%	-3%	4	1%	0.0%	4%	4%
COc1ccccc1C1SCCN1S(C)(=O)=O (stereo unspecified)	0%	-6	-2%	1%	-7%	-2%	5	-2%[11.7 µM]	0.5%	1%	-2%
O=C(Nc1nc(-c2ccccc2)cs1)NC1CCCCC1	-5%	6	-14%	-6%	1%	2%	0	19%	0.1%	-8%	-7%
Cc1ccn2c(c1)nc(=S)n2C(=O)c1ccco1	.	.	.	.	?	-12%	2	13%	-0.6%	.	-2%
O=C(CCC1CCCN(C(=O)COc2ccccc2)C1)N1CCN(c2ccccn2)CC1 (stereo unspecified)	2%	1	-13%	1%	2%	21%	2	-30%	0.0%	-2%	0%
Cc1ccc(CN2CCNC(=O)C2CC(=O)NC2CCCCCC2)o1 (stereo unspecified)	4%	13	17%	4%	16%	-27%	1	-3%	-1.0%	-2%	-2%
CCOc1ccc2ccccc2c1C(=O)N1CCOCC1	-2%	11	6%	2%	?	-4%	1	-12%	-0.2%	-8%	-2%
Cc1cc(C)n2nc(C(=O)OCC(=O)N3CCC3)nc2n1	8%	-14	?	3%	2%	-2%	7	9%	0.0%	-5%	0%
COc1ccc(CCNC(=O)CSc2nncs2)cc1	0%	12	9%	3%	2%	9%	4	6%	-0.4%	1%	1%
CN(C)c1ccc(NC(=S)NCC2CCCO2)cc1 (stereo unspecified)	-2%	-1	-20%	-1%	-7%	-1%	-3	-12%	-0.6%	-2%	0%
CCCCNc1cc(C)nc(NCc2ccccc2)n1	-1%	9	-64%[inhibitor]	-7%	?	8%	0	-13%	-0.1%	-1%	0%
COc1ccc(C(=O)/C=C2\NCC3c4ccccc4CCN3C2=O)cc1 (stereo unspecified)	.	3	-1%	23%	11%	1%	-1	?	-0.2%	-4%	0%
CC(C)CC(=O)Nc1ccc(C(=O)NNC(=S)NC(=O)C2CCCCC2)cc1	-1%	-5	0%	1%	-1%	1%	0	-3%	0.0%	-6%	-2%
COc1cc2ccc(=O)oc2c(CC=C(C)C)c1OC	3%	3	-11%	19%	5%	-7%	6	.	0.2%	0%	0%
CC(C)OCCCNC(=O)CN1C(=O)c2cccc3cccc1c23	-4%	8	7%	52%[activator]	-10%	-4%	-1	6%	0.3%	0%	3%
CC(=O)c1c(C)n([O-])c2cc(F)c(F)cc2[n+]1=O	17%	?	-63%[inhibitor]	20%	9%	.	2	12%	-0.1%	-9%	-3%
Cc1cccc(-n2cnc3c(c2=O)c2nc4ccccc4nc2n3Cc2ccco2)c1	-6%	4	-7%	46%	?	26%	-1	26%	-0.1%	-7%	4%
COc1ccc(CNC(=O)CN(C(=O)c2csnn2)c2ccc(C(C)=O)cc2)cc1	-1%	9	12%	0%	2%	.	0	.	-0.1%	0%	-3%
C[C@@]12CCC3[C@@](CCC4[C@@]3(C)CCC[C@@]4(C)C(=O)N3CCOCC3)(CC1=O)C2 (stereo partly specified)	.	-22	-3%	43%	-7%	.	.	.	-0.1%	-2%	0%
O=C1CCCc2c1cc(-c1ccccc1)n2-c1ccccc1	-1%	-6	6%[7.66 µM]	-8%	-7%	0%	5	3%	-1.1%	2%	1%
COc1cc(/C=N/NC(=O)c2sc3ccccc3c2Cl)ccc1OC(=O)c1ccc([N+](=O)[O-])cc1	-1%	38[activator]	-31%[inhibitor]	-6%	-3%	3%	1	.	0.4%	-1%	3%
COc1cc(CC(=O)N2CCc3ccccc32)cc(OC)c1OC	1%	2	-4%	0%	-27%	-8%	-1	-30%	0.2%	-7%	0%
COC(=O)c1c(Cc2ccccc2Cl)c[nH]c1C	.	29	4%	-1%	1%	4%	2	12%	-0.7%	-3%	4%
C/C(CC(=O)NC1C2CC3CC(C2)CC1C3)=N\NC(=O)Cc1cccs1 (stereo unspecified)	0%	-7	-5%	2%	2%	-8%	-2	1%	-3.2%	-2%	0%
O=C(NNC(=O)C1CC(c2cccnc2)=NO1)Nc1cccc(F)c1 (stereo unspecified)	-1%	3	39%	1%	-12%	3%	7	9%	0.3%	0%	-6%
CC(C)N(C(C)C)S(=O)(=O)c1ccc(NN)nc1	7%	-16	-20%	-4%	?	-20%	-3	.	0.1%	-2%	-5%
Cc1cccc(C)c1NC(=S)NC(C)CCc1ccccc1 (stereo unspecified)	1%	4	-18%	0%	-5%	7%	0	-7%	5.1%	-2%	0%
O=C1COc2ccc(C(=O)COC(=O)CCSc3ccc(Cl)cc3)cc2N1	0%	-3	-5%	-3%	4%	1%	6	?	3.7%	0%	1%
CC1=Nn2c(nnc2-c2n[nH]c3c2CCC3)SC1	1%	26	0%	3%	-1%	15%	3	-18%	-0.5%	-2%	-2%
COc1ccc(CCNC(=O)c2ccc(N3CCCCS3(=O)=O)cc2)cc1OC	5%	-2	7%	3%	1%	.	.	.	-0.9%	-8%	-24%
CCOC(=O)C1CCN(c2c(NCCCN3CCN(Cc4ccccc4)CC3)c(=O)c2=O)CC1	4%	3	16%	5%	16%	-1%	3	2%	0.1%	.	2%
COc1cc(CC(NC(C)=O)C(=O)NC2CCN(c3nc(OC)nc(OC)n3)CC2)cc(OC)c1 (stereo unspecified)	0%	-13	14%	-7%	-18%	-1%	2	.	0.2%	0%	-16%
O=C(CCc1nnc(CCCCc2ccccc2)o1)NCCN1CCCCC1=O	0%	15	-4%	1%	2%	-1%	4	15%	-0.9%	2%	0%
CCOc1ccccc1N(CC(=O)Nc1ccc(S(=O)(=O)N2CCCC2)cc1)S(C)(=O)=O	-2%	-10	16%	1%	1%	2%	6	-1%	0.7%	1%	1%
COc1ccc(N2CCN(C(=O)C3CCCN(S(=O)(=O)c4ccc(C)cc4)C3)CC2)cc1 (stereo unspecified)	-2%	7	-11%	-4%	-5%	.	0	.	-0.3%	-4%	-11%
CCC1Sc2ccc(S(=O)(=O)CCC(=O)Nc3cc(C)ccn3)cc2NC1=O (stereo unspecified)	2%	-14	-25%	-2%	-3%	.	.	.	0.3%	-5%	-4%
NC(=O)C(c1ccc(Br)cc1)c1ccc(C(=O)c2ccccc2)cc1 (stereo unspecified)	8%	8	-9%	-5%	0%	.	0	72%[activator]	3.8%	0%	-1%
COc1cc(NC(=O)CCCn2c(=O)oc3ccccc32)cc(OC)c1	.	7	-2%	3%	-9%	.	.	.	-0.3%	2%	2%
COc1cccc(-c2cc(C(F)(F)F)n3nc(C(=O)Nc4c(C)n(C)n(-c5ccccc5)c4=O)cc3n2)c1	8%	9	0%	4%	-2%	-3%	7	-10%	-0.4%	-1%	3%
